Screens (PubChem)
TRPN1 ag: activates the zebrafish TRPN1 channel | hit rate 0.18% among 220,000 | activation, % at 3 µM | HEK293 zebrafish TRPN1-YFP, Fluo-8 calcium fluorescence; 100% = response to 87 µM carbachol;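 active = activation above its plate's cutoff, the mean activation of test wells on that plate plus 3 SD, cut at about 19% in these data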;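 also: 0% = DMSO alone and 100% = 87 µM carbachol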
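Material – zebrafish TRPN1-YFP in HEK293 cells · Doses – 3 µM single point · Schedule – dye 1 h 37 °C plus 30 min RT · Signal – Fluo-8 calcium fluorescence, excitation 470-495 nm, emission 515-575 nm · Read-out – % activation versus carbachol response · Control set – carbachol high, DMSO low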
m-calpain inh: calpain II (pig) inhibition | purified calpain II, fluorogenic peptide substrate, 30 min | inhibition, % at 16 µM | hit rate 0.37% among 220,000 | AID 1236;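 active = inhibition above about 50%, limit read from the data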
TRPML3 agonist: agonists of human TRPML3 channel; AID 1448; hit rate 0.29% among 220,000; activation, % at 3 µM; Q8TDD5; HEK293 TRPML3-YFP, Fluo-8 calcium fluorescence; 100% = the carbachol control signal;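 active = activation above its plate's cutoff, the mean activation of the plate's test wells plus 3 SD, cut at about 12% in these data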;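 also: 0% = DMSO only wells and 100% = carbachol wells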
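Test system – HEK293 line with stable expression of human TRPML3-YFP channel · Control set – carbachol 87 µM final as high control (100%), DMSO as low control (0%) · Signal – Fluo-8 calcium dye fluorescence, ex 470-495, em 515-575 nm · Incubation – 1-h 37 °C dye load, 5-s basal, 120-s post-compound reads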
Ba/F3 V617F tox: loss of viability in JAK2V617F-driven Ba/F3 cells; Ba/F3 EpoR-JAK2V617F viability, ATP luminescence; inhibition, % at 5.6 µM; hit rate 1.1% among 220,000;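 active = inhibition above the campaign mean plus 3 SD over all tested compounds, cut at about 24% in these data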;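 also: cytokine-independent growth of Ba/F3 cells driven by EpoR plus mutant JAK2; 0% = DMSO-treated cells and 100% = JAK inhibitor I control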
BaF3 tox: reduces parental Ba/F3 cell viability, JAK2V617F counter-screen; CellTiter-Glo ATP luminescence; inhibition, % at 5.6 µM; hit rate 1.1% among 220,000; AID 1486;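 active = inhibition above a per-campaign cutoff, the mean inhibition of all tested compounds plus 3 SD, cut at about 27% in these data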;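 also: 0% = DMSO wells and 100% = JAK Inhibitor I control wells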
EP2 modulator: modulates human prostaglandin E2 receptor EP2 signaling. P43116. EP2-expressing cells, cAMP HTRF FRET, PGE2 co-stimulation. induction, % at 25 µM. hit rate 0.83% among 260,000. AID 940;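 active = compounds whose cAMP rise, as percent of the full-agonist control response, exceeds 60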;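 also: rat C6 glioma line stably carrying human EP2 under a CMV promoter; the protocol text gives 20 µM as final concentration; 100% = response of wells given 1 µM PGE2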
Target sequence (P43116 whole entry, looked up): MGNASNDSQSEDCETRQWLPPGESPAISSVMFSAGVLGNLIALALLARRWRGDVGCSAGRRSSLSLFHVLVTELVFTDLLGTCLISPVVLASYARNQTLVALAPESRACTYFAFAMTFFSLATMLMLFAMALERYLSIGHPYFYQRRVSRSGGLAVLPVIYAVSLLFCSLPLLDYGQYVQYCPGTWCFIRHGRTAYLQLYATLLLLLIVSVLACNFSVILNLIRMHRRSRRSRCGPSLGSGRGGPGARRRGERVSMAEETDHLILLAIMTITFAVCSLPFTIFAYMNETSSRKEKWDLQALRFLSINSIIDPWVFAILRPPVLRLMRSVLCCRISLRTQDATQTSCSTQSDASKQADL
S1P4 antag: human S1P4 receptor antagonism. O95977. S1P4-expressing cells, antagonist mode, reporter read-out. inhibition, % at 4.98 µM. hit rate 0.26% among 220,000. AID 1510; in the data active = inhibition above about 29%;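 also: 0% = wells stimulated with agonist and 100% = vehicle wells without agonist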
Target sequence (O95977 whole entry, looked up): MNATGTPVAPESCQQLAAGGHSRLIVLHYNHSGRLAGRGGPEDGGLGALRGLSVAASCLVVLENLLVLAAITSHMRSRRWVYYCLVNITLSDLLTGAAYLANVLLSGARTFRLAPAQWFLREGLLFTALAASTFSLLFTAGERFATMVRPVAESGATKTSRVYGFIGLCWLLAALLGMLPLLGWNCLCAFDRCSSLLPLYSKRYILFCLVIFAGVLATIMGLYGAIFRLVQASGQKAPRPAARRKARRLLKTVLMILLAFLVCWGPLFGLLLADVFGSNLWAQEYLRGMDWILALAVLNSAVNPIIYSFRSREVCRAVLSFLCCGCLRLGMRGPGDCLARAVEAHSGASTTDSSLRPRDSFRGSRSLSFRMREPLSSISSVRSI
S1P4 agonist: human S1P4 receptor agonism. AID 1509. hit rate 0.35% among 220,000. activation, % at 4.98 µM. S1P4-expressing cell line, agonist reporter assay; in the data active = activation above about 11%;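 also: 0% = DMSO vehicle and 100% = reference agonist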
PERK inh: blocks human PERK kinase | AID 1416 | Q9NZJ5 | inhibition, % at 5.6 µM | CHO PERK-DD fusion, SEAP luminescence translation reporter | hit rate 0.17% among 220,000;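 active = inhibition above the mean inhibition of all tested compounds plus 3 SD, set separately per screening campaign, cut at about 2.9% in these data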;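 also: PERK kinase domain activated by AP20187 dimerizer at 100 nM; 0% = DMSO with dimerizer and 100% = rapamycin at 8.4 µM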
Active calls of the source: *; . = not tested or not shown; & = joins results of further samples.

SMILES | TRPN1 ag | m-calpain inh | TRPML3 agonist | Ba/F3 V617F tox | BaF3 tox | EP2 modulator | S1P4 antag | S1P4 agonist | PERK inh
Cc1cc(N2CCN(c3ccc(F)cc3)CC2)nc(-c2ccccc2)n1 | -1.2 | 0 | -0.1 | -3 | 5 | 18 | -7 | 0.8 | -0.4
O=c1ccccn1Cc1ccccc1F | 0.2 | -5 | 0.3 | -1 | 1 | 32 | -5 | -0.4 | 1.9
CCOC(=O)CSc1nnc(CSc2nc3ccccc3c(=O)[nH]2)n1-c1ccccc1 | -0.9 | -43 | 0.1 | 0 | 7 | 6 | -19 | 0.1 | 1.9
CCn1ccc(C(=O)Nc2ccc(N(C)C(C)=O)cc2)n1 | -0.4 | 30 | 0.1 | -1 | 2 | 12 | 16 | 0.7 | 1.4
CN(C)S(=O)(=O)c1ccc(Cl)c(NC(=O)COC(=O)CCC(=O)c2cccs2)c1 | 0.9 | 18 | 0.4 | 4 | 0 | -2 | -18 | 0.1 | 1.1
Cc1cc(/C=N/NC(=O)c2ccsc2)c(C)n1-c1cnccn1 | 1.1 | 18 | 0.8 | 1 | 4 | -20 | 15 | 1.9 | 0.9
C=CCn1c(C)cc(C(=O)COC(=O)COc2ccccc2C#N)c1C | 0.5 | 13 | 0.3 | -1 | -1 | 13 | -11 | -0.4 | 1.6
COc1ccc(CCCC(=O)N/N=C/c2ccccc2OC)cc1 | -1.0 | -5 | 0.1 | -1 | -2 | -53 | 0 | -0.3 | 0.5
O=c1cc(NCc2ccc3c(c2)OCO3)[nH]c(=O)n1-c1ccc(Cl)cc1 | 0.7 | 7 | 0.8 | -3 | 2 | -4 | -9 | 0.1 | 0.2
CC(=O)Nc1ccc(S(=O)(=O)Nc2nc3c(s2)CCCC3)cc1 | -0.8 | 8 | 0.2 | -2 | 4 | -3 | -36 | 2.4 | 1.5
O=C(NCCc1ccccc1Cl)C1CCN(S(=O)(=O)c2cccs2)CC1 | 0.2 | -6 | 0.4 | 1 | 4 | -23 | 2 | -1.0 | -0.1
Cc1nc(-c2cccs2)sc1C(=O)NN | -1.2 | 31 | -0.1 | 3 | 1 | -18 | -28 | 0.9 | -0.4
CN(C=[N+](C)C)c1cccc2c1C(=O)c1ccccc1C2=O | -2.6 | 6 | 0.6 | -1 | 6 | 11 | 3 | 2.4 | 0.5
Cc1cc(C)n(CC(O)Cn2c3ccccc3c3ccccc32)c(=O)n1 (configuration not stated) | -1.5 | -23 | 0.4 | 0 | 7 | -6 | -2 | -1.8 | -0.4
C/C(=N\NC(=O)CSCc1cccc(Br)c1)c1ccc([N+](=O)[O-])cc1 | 1.0 | -3 | -0.5 | 1 | 1 | -16 | 1 | 1.6 | 0.8
CC(C(=O)N=Nc1c(O)n(C)c2ccc(Br)cc12)n1cnc2ccccc2c1=O (configuration not stated) | 1.0 | -66 | 0.7 | 1 | 8 | -13 | -9 | -0.2 | 0.9
CC1(C(=O)Nc2ccccc2)Cc2ccccc2C(=O)O1 (configuration not stated) | -0.2 | -6 | 0.2 | -1 | 1 | -21&-10 | -13 | 1.8 | 0.0
COC(=O)c1ccc(-n2nnnc2SCc2nn[nH]n2)cc1 | 0.9 | -16 | 1.2 | -1 | 3 | -8 | -4 | 1.2 | 1.9
COc1ccccc1NC(=O)CSc1nc(N)cc(N)n1 | -0.4 | 8 | -0.3 | -4 | 4 | 14 | 10 | 0.5 | 1.6
Cc1ccc(S(=O)(=O)NNC(=O)c2cccc(O)c2)cc1 | -0.9 | -7 | -0.2 | -3 | 2 | -5 | -14 | 1.5 | 0.9
Cc1[nH][nH]c(=O)c1C(c1cc2c(cc1Br)OCO2)c1c(C)[nH][nH]c1=O | 0.4 | -13 | 0.8 | -3 | -2 | 31 | 0 | -0.1 | 0.4
CCN(CC)S(=O)(=O)c1cc(C(=O)NCCN2CCOCC2)ccc1Cl | 0.9 | 14 | 1.2 | 7 | 12 | 16 | -7 | -0.2 | 0.4
O=C(NCc1ccco1)C1CC(c2ccc(Cl)c(Cl)c2)=NO1 (configuration not stated) | 0.8 | -10 | -0.4 | -2 | 1 | -79&-80 | 0 | 0.7 | 0.5
O=C(O)CNc1ccccc1C(=O)O | 1.6 | -196 | 1.3 | -5 | -2 | 7 | -11 | 0.5 | 3.0*
Cc1ccc(S(=O)(=O)NC(C(=O)Oc2ccc3c(C)c(Cl)c(=O)oc3c2)c2ccccc2)cc1 (configuration not stated) | 1.2 | -399 | 0.2 | 0 | 8 | 6 | 7 | 3.2 | 0.5

Entries listed so far containing an NH in an aromatic ring, in the order listed:
SMILES | TRPN1 ag | m-calpain inh | TRPML3 agonist | Ba/F3 V617F tox | BaF3 tox | EP2 modulator | S1P4 antag | S1P4 agonist | PERK inh
CCOC(=O)CSc1nnc(CSc2nc3ccccc3c(=O)[nH]2)n1-c1ccccc1 | -0.9 | -43 | 0.1 | 0 | 7 | 6 | -19 | 0.1 | 1.9
O=c1cc(NCc2ccc3c(c2)OCO3)[nH]c(=O)n1-c1ccc(Cl)cc1 | 0.7 | 7 | 0.8 | -3 | 2 | -4 | -9 | 0.1 | 0.2
COC(=O)c1ccc(-n2nnnc2SCc2nn[nH]n2)cc1 | 0.9 | -16 | 1.2 | -1 | 3 | -8 | -4 | 1.2 | 1.9
Cc1[nH][nH]c(=O)c1C(c1cc2c(cc1Br)OCO2)c1c(C)[nH][nH]c1=O | 0.4 | -13 | 0.8 | -3 | -2 | 31 | 0 | -0.1 | 0.4

Later entries:
SMILES | TRPN1 ag | m-calpain inh | TRPML3 agonist | Ba/F3 V617F tox | BaF3 tox | EP2 modulator | S1P4 antag | S1P4 agonist | PERK inh
CC(=O)NC(CC(=O)NCCN1C(=O)S/C(=C\c2ccccc2)C1=O)c1ccccc1 (configuration not stated) | 0.1 | 1 | -0.4 | 0 | -4 | -25 | 6 | -0.3 | 0.1
O=C(CN(Cc1ccco1)C(=O)CNS(=O)(=O)c1ccccc1)NCc1ccccc1 | -1.4 | 21 | -0.5 | -4 | 1 | 2 | -13 | -3.0 | 0.1
N#Cc1c(NC(=O)CN2C(=O)c3ccccc3C2=O)oc(-c2ccccc2)c1-c1ccccc1 | 1.0 | . | 0.0 | 0 | 1 | . | 3 | 0.5 | 0.3
Cc1ccc(C2=NN(C(=O)CSc3nc(N)cc(N)n3)C(c3ccco3)C2)cc1 (configuration not stated) | -0.5 | -10 | 0.3 | 1 | 3 | 22 | -3 | 0.7 | 0.5
CCOC(=O)c1c(C)c(C(=O)Nc2ccc3c(c2)OCCO3)c(C)n1C | 1.0 | 9 | 0.1 | 0 | 6 | 8 | -17 | 1.1 | -0.6
O=C(CNC(=O)c1cccc(OC(F)F)c1)OCC(=O)c1ccccc1 | -1.0 | -2 | -0.5 | -1 | 7 | 37 | -19 | 2.0 | -0.2
Cc1ccc(CC(=O)Nc2nc3ccccc3s2)cc1 | -1.6 | 28 | -0.4 | -2 | 3 | -5 | -17 | 1.5 | 0.1
O=C(N/N=C1\C(=O)c2cccc3cccc1c23)c1ccc(O)cc1 | 0.2 | -14 | 0.6 | -1 | 4 | 4 | -8 | 0.9 | -0.1
Cc1nn(C)cc1C(=O)NNC(=S)Nc1ccc(Cl)cc1 | 0.2 | 3 | 0.9 | 2 | 1 | 0 | -1 | -0.1 | 0.6
CCOC(=O)Cn1cncc1-c1ccc([N+](=O)[O-])cc1 | 1.3 | -3 | 0.4 | 3 | 5 | 16 | 5 | -0.4 | 1.5
C/C(N)=C(/C#N)C(=O)COC(=O)c1ccc(C)c(S(=O)(=O)N2CCCCC2)c1 | 0.7 | 0 | -0.1 | 0 | 3 | -19 | 11 | 2.3 | -1.6
CCn1nnnc1NCc1ccc(N2CCCC2)cc1 | 0.5 | 6 | -0.2 | 1 | 10 | 6 | -14 | -1.5 | 0.7
CCn1c(SCc2ccc(C)cc2)nnc1C1CCN(S(=O)(=O)c2ccc(OC)cc2)CC1 | 1.6 | 3 | 0.4 | 1 | 10 | -8 | -13 | -0.8 | -0.6
CSC(=O)NC(=O)NC(=O)c1ccc([N+](=O)[O-])cc1 | 0.9 | -22 | 0.8 | -4 | -1 | -2 | -8 | 1.2 | 1.0
O=C(O)CSc1cc(NS(=O)(=O)c2cccc([N+](=O)[O-])c2)c2ccccc2c1O | -1.4 | 40 | 0.3 | 4 | 0 | -36 | 13 | -1.6 | 0.4
Oc1c(Br)cc(Br)cc1/C=N/NC(=S)N[C@H]1CC2C=CC1C2 (some centres not stated) | -3.1 | -10 | 0.1 | -4 | 4 | -43 | 18 | 1.5 | 1.3
Cc1ccc2cc(C=C(C#N)C#N)c(N3CCCCC3)nc2c1 | -0.5 | -148 | 0.4 | 3 | 5 | 38 | 2 | 2.6 | 1.5
CCn1ccnc1CN(C)Cc1nc(-c2ccccc2)no1 | 1.4 | 0 | 0.4 | -5 | -3 | -4 | -3 | -0.6 | -0.2
CN(C(=O)COc1ccccc1)c1nnc(C23CC4CC(CC(C4)C2)C3)s1 | -0.9 | 19 | -0.1 | -4 | 1 | 17 | -9 | -0.7 | 1.4
CCC(=O)Nc1ccc2nc(C3CC3)n(Cc3ccc(C(C)(C)C)cc3)c(=O)c2c1 | 1.6 | -7 | -0.3 | 17 | 0 | -9 | 8 | 1.6 | -0.7
CC(C)Oc1nc(-c2ccccc2Cl)nc2ccccc12 | -0.1 | -19 | 0.7 | 2 | 1 | 46 | -11 | -1.7 | -0.2
CC(C)(C)NC(=O)COC(=O)c1snc(C(=O)NC2CCCCC2)c1N | 9.2 | -259 | 3.3 | 0 | 7 | -4&-68 | -17 | -1.1 | -1.3
C=CCSC1=C(C#N)C(c2ccccc2OCC)CC(=O)N1 (configuration not stated) | -0.7 | -4 | 0.0 | -5 | 1 | 18 | -6 | -2.6 | 1.3
CCOc1ccccc1N1Cc2cc(C)c(C)cc2C1 | -0.2 | -8 | -0.3 | -3 | 5 | 40 | -3 | -0.9 | -0.2
CCN(CC)S(=O)(=O)c1cccc(NC2=NCCCCC2)c1 | 1.4 | -1 | 0.5 | 6 | -2 | -11 | -6 | 1.1 | -1.0
CCOC(=O)C(NC(=O)c1cccc(Cl)c1)(OCc1ccccc1)C(F)(F)F (configuration not stated) | -3.0 | 24 | 0.0 | -3 | 1 | 7 | -6 | 0.1 | -1.4
CCOc1cc(NC(=S)Nc2ccccc2)c(OCC)cc1NC(=O)c1ccccc1 | -0.4 | -126 | 77* | -1 | 0 | 44 | -11 | 1.6 | -0.9
CCOC(=O)c1c(-c2ccc(OCC)cc2)csc1NC(=O)CCN1C(=O)c2ccccc2C1=O | 1.2 | 0 | 0.6 | -2 | 3 | 29 | -28 | 1.9 | 1.1

TRPML3 agonist, what is marked active above.
molecule | m-calpain inh | TRPML3 agonist | EP2 modulator | S1P4 antag | S1P4 agonist | PERK inh
CCOc1cc(NC(=S)Nc2ccccc2)c(OCC)cc1NC(=O)c1ccccc1 | -126 | 77* | 44 | -11 | 1.6 | -0.9
